Menin-MLL TR inh: qHTS Assay for Inhibitors Targeting the Menin-MLL Interaction in MLL Related Leukemias: Competition With Texas Red Labeled MLL-derived Mutant Peptide; Menin + Texas Red MLL mutant peptide, fluorescence polarization; O00255; 0.23% of 270,000 active; AID 1768, 2009; Potency, µM (titrated, usually from 61.6 µM), for the others: top-dose FP activity change, negative = inhibition, usual class: inhibitors; active = well fitted inhibition curve with a large enough effect in the polarisation, with a control signal flat, not every such curve was filed as active; inconclusive = small, poorly fitted or top-dose-only effect, or effect the other way, or a change in a side signal; inactive = no such curve, though single readings can be large or run the other way; the % refers to the polarisation; note: % of control where 0% means no effect; many of its hits are not listed in these tables
Target sequence (O00255 whole entry, looked up): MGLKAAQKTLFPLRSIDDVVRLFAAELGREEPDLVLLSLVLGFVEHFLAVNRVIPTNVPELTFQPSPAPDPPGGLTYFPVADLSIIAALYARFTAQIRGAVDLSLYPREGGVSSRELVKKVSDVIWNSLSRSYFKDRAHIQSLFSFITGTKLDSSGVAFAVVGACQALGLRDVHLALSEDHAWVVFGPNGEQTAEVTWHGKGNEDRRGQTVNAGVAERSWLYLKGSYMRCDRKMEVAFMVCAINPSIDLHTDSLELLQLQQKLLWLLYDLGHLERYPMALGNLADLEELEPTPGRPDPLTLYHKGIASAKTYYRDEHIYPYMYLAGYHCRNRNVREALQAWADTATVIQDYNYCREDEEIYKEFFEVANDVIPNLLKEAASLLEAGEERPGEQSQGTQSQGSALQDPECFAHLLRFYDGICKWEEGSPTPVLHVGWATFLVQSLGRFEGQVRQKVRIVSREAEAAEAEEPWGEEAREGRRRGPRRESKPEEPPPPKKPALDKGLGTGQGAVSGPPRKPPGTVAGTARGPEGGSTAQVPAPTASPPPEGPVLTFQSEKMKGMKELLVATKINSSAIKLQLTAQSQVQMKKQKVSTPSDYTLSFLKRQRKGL
An asterisk follows results filed as active; ? = inconclusive; & = joins results of further samples; [ ] = remark or other dose. Potency is the fitted concentration of half-maximal effect.

SMILES | Menin-MLL TR inh
Cc1noc(C)c1C(=O)N1CCC2(CCCN(Cc3ccccc3)C2)CC1 | 0%
FC(F)(F)c1cc(CN2CC[C@@]3(CCCNC3)C2)cc(C(F)(F)F)c1 | -9%
COc1cc2cc[n+]3cc4c(OC)c(OC)ccc4cc3c2cc1OC | 0%
Cc1noc(C)c1-c1ccc2ncnc(NCc3ccc4c(c3)OCO4)c2c1 | -13%
O=S(=O)(c1ccccc1)N1CCC2(CC1)CN(Cc1nccs1)C2 | 2%
CCOC(=O)[C@@]12C[C@@H]1/C(=N/O)c1ccccc1O2 | -13%[24.8 µM]
CN(C)/C=N/c1c(C#N)cnn1-c1ccc(F)c(Cl)c1 | 19%
COc1cc2c(cc1O)C(Cc1ccc(O)cc1)N(C)CC2 (stereo not given) | 0%
CCOc1nc2cccc(C(=O)O)c2n1Cc1ccc(-c2ccccc2-c2nn[nH]n2)cc1 | -2%
C[N+](C)(C)CCC(=O)c1cccc2ccccc12 | ?
COc1ccc(OC2C(O)COC2/C=C/C#Cc2ccccc2)cc1 (stereo not given) | 5%[11.7 µM]
CN(C)c1ncc2nc(-c3ccccc3)c(=O)n(CCC#N)c2n1 | 28µM*
CC(C)[C@H](NC(=O)[C@@H](Cc1c[nH]c2ccccc12)NC(=O)[C@H](Cc1ccc(O)cc1)NC(=O)[C@@H](N)CC(=O)O)C(=O)N[C@H](Cc1c[nH]c2ccccc12)C(=O)N[C@H](Cc1c[nH]c2ccccc12)C(=O)N[C@@H](CCCCN)C(N)=O | -8%
NCCC(=O)N[C@H](Cc1cnc[nH]1)C(=O)O | -4%
COc1ccc([C@@H]2CC(=O)c3c(O)cc(O[C@@H]4O[C@H](CO)[C@@H](O)[C@H](O)[C@H]4OC4O[C@@H](C)[C@H](O)[C@@H](O)[C@H]4O)cc3O2)cc1O (stereo not given in full) | 13%
O=c1c(O)c(-c2ccc(O)c(O)c2)oc2c(OC[C@@H]3O[C@@H](O)[C@@H](O)[C@H](O)[C@H]3O)c(O)cc(O)c12 | ?
CO[C@@H]1COC(=O)C/C=C\[C@H](C)COC(=O)[C@H](Cc2ccccc2)NC(=O)C/C=C\[C@H]1C | -17%[11.7 µM]
NCCC[C@@H](CC(=O)N[C@@H]1CCNC[C@H]1C(=O)N[C@H](CC(=O)N[C@@H](CCC(=O)O)CC(=O)O)Cc1ccccc1)NC(=O)C[C@H](Cc1ccccc1)NC(=O)[C@@H]1CCCC[C@H]1N | 3%
COC(=O)N1CCC2(CC1)CN(c1ccccc1)C2 | 0%
CCC(=O)N[C@@H]1Cc2ccccc2[C@@H](c2ccccc2)C1 | -9%[24.8 µM]
CC(C)C[C@@H](CC(=O)N[C@@H](CCC(=O)O)CC(=O)O)NC(=O)[C@@H]1CCCC[C@H]1NC(=O)C[C@H](CCCN)NC(=O)C[C@H](Cc1ccccc1)NC(=O)[C@@H]1CNCC[C@H]1N | 3%
CCOC(=O)[C@]1(C(NC(=O)OC)c2ccccc2)CCCC1=O (stereo not given in full) | 1%[11.7 µM]
C=C1CCN(C(C)C(=O)OCc2ccc(C)cc2)S(=O)(=O)c2ccccc21 (stereo not given) | -2%
C=CCOC(=O)N[C@H](c1cccc(C(F)(F)F)c1)C(C(C)=O)C(C)=O | 0%
C[C@H]1COC(=O)[C@H]2CCCN2C(=O)[C@@H](C)COC(=O)[C@H]2CCCN2C1=O | 1%[11.7 µM]
N[C@H](CSC(c1ccccc1)(c1ccccc1)c1ccccc1)C(=O)O | -27%
CCCCC/C=C\C/C=C\CCCCCCCC(N)=O | 1%&2%
CC[C@H](C)[C@@H](NC(=O)O[C@@H]1C(=O)c2ccc(OC)cc2O[C@H]1c1cccc(C(F)(F)F)c1)C(=O)OC | -18%
COc1cccc(-c2nc(NC3CC3)c3ccccc3n2)c1 | ?
COC(=O)N1CCC[C@@]2(CCN(c3ncccn3)C2)C1 | 5%
COc1ccc(CNc2nc(-c3cccnc3)nc3ccccc23)c(OC)c1 | 24%
CO[C@H]1C[C@@H]2C[C@H](O)C[C@@H](CC(=O)O[C@@H](/C=C\CC(C)C)C[C@@H]3CC[C@H](C)[C@@H](C1)O3)O2 | 2%[11.7 µM]
Oc1cccc(O)c1O | -3%
OC[C@@H](O)C(O)[C@@H](O)CO (stereo not given in full) | 4%
COc1ccc(CNc2ncnc3ccc(-c4ccccc4C#N)cc23)c(OC)c1 | -1%
Cc1noc(C)c1C(=O)N1CCC2(CCN(Cc3ccc(C#N)cc3)CC2)CC1 | -12%
CC(C)(CO)[C@@H](O)C(=O)NCCC(=O)NCCSSCCNC(=O)CCNC(=O)[C@H](O)C(C)(C)CO | 1%
C=CCOc1ccc2c(=O)n(C)c3ccccc3c2c1 | 4%
CN(C)CCCSC(=N)N | -6%&0%[24.8 µM]
O=C(OC1Cc2c(O)cc(O)cc2OC1c1cc(O)c(O)c(O)c1-c1c(C2Oc3cc(O)cc(O)c3CC2OC(=O)c2cc(O)c(O)c(O)c2)cc(O)c(O)c1O)c1cc(O)c(O)c(O)c1 (stereo not given) | ?
OCC1OC(n2cnc3c(Cl)ncnc32)C(O)C1O (stereo not given) | -1%
CCCCCCCC/C=C\CCCCCCCC(=O)OCC(CO)OC(=O)CCCCCCC/C=C\CCCCCCCC (stereo not given) | -2%
O=C(Oc1ccccc1)N1CCC2(CC1)CN(c1ccncc1)C2 | -9%
COC(=O)C1=C(C)N(Cc2ccccc2)[C@]23O[C@](C(=O)OC)(C(=O)N2C1c1ccccc1)C1CCOC(=O)C13 (stereo not given in full) | 9%[11.7 µM]
CC(=O)OCC(NC(=O)C(CCCCNC(=O)OCc1ccccc1)NC(=O)OC(C)(C)C)C1OC(n2cc(F)c(=O)[nH]c2=O)C(OC(C)=O)C1OC(C)=O (stereo not given) | 6%
COC(=O)NC(c1ccc2c(c1)OCO2)C(C(=O)OC)C(=O)OC (stereo not given) | -20%
COCOc1ccccc1C(=O)/C=C/c1ccccc1 | -5%
COc1ncc2nc(-c3cccs3)c(=O)n(Cc3ccc(F)cc3)c2n1 | -22%
CC1(OC(=O)c2ccc(Cl)nc2)C(=O)C=C2C=C(c3ccc(C#N)cc3)OC=C2C1=O (stereo not given) | ?
COC(=O)/C(=C1\OC(=O)C(c2ccccc2)C1=O)c1ccccc1 (stereo not given) | 35%[activator]
CC(=O)NC1C(O)O[C@H](C(=O)O)[C@@H](O)[C@@H]1O (stereo not given in full) | -2%
O=C(c1cnccn1)N1CCC2(CCCN(c3ccccc3)C2)CC1 | -6%
O=C1C2Cc3c([nH]c4ccccc34)C(c3ccccc3)N2C(=O)C2Cc3c([nH]c4ccccc34)C(c3ccccc3)N12 (stereo not given) | ?
CC(C)CC1OCCC=CC1C (stereo not given) | 9%[11.7 µM]
Cc1cc(=O)oc2cc(NC(=O)[C@H](CCCCN)NC(=O)[C@H](CC3CCCCC3)NC(=O)OCC3c4ccccc4-c4ccccc43)ccc12 | 9%
CS(=O)(=O)N1CCC2(CCN(Cc3ccc(C#N)cc3)CC2)CC1 | 5%
CC(=O)NCCNc1nc(-c2ccccc2C)nc2ccccc12 | 12%
C/C(CCN1CCCc2nc(C)c(C)cc21)=N\O[C@@H](C)CN1CCCCc2nc(C)c(C)cc21 | ?
C/C(CCN1CCCCc2nc(C)c(C)cc21)=N\O[C@@H](C)c1cn([C@@H]2COC[C@@H]2O)nn1 | 4%[11.7 µM]
O=C1c2ccccc2C(=O)c2cc(S(=O)(=O)Nc3cccc4cccnc34)ccc21 | ?

Remaining list, next part:
SMILES | Menin-MLL TR inh
c1cn(-c2cc(-c3ccc4c(c3)OCO4)ncn2)cn1 | -1%
COc1cc2c(C=O)c3c4c(cc(OC)c(OC)c4c2cc1OC)CCN3C | -3%[24.8 µM]
CCCC[C@H](CC)CN1CN(C[C@@H](CC)CCCC)CC(C)(N)C1 | 0%[24.8 µM]
CC(C)(O)[C@@H]1CCC[N+]2(C)CCCC[C@H]12 (stereo not given in full) | -3%
CCCCCCCCCCCCCC(=O)N[C@H](C)[C@@H](O)c1ccccc1 | -16%
CNC1C(O)C(OC2C(N)CC(N)C(OC3OC(CN)=CCC3N)C2O)OCC1(C)O (stereo not given) | 6%
c1ccc2cc(C3=NCCN3)ncc2c1 | 7%[24.8 µM]
O=c1cnc2cnc(N3CCOCC3)nc2n1C[C@H]1CCCO1 | 3%
CCC(/C=C/C(C)C1CCC2C3CCC4=CC(=O)CC[C@@]4(C)C3CC[C@@]12C)C(C)C (stereo not given in full) | 1%
Cc1c(C)c2c(c(C)c1O)CC[C@@](C)(CCC[C@@H](C)CCC[C@@H](C)CCCC(C)C)O2 | 1%
COc1ccc(NC(=O)N2CC3(CCNCC3)C2)cc1 | 14%
CC[C@H](C)[C@H](NC(=O)[C@@H]1CCCN1C(=O)[C@H](Cc1cnc[nH]1)NC(=O)[C@@H](NC(=O)[C@H](Cc1ccc(O)cc1)NC(=O)[C@@H](NC(=O)[C@H](CCCN=C(N)N)NC(=O)CNC)C(C)C)[C@@H](C)CC)C(=O)O | 10%
O=c1cnc2cnc(Oc3cccc(Cl)c3)nc2n1C1CC1 | 13%
O=c1cnc2cnc(N3CCNCC3)nc2n1Cc1cccs1 | 1%
CN=C(NC#N)NCCSCc1csc(N=C(N)N)n1 | -11%

Quoted at random: 7 records from the list.
SMILES | Menin-MLL TR inh
OC[C@@H](O)C(O)[C@@H](O)CO (stereo not given in full) | 4%
CC(C)CC1OCCC=CC1C (stereo not given) | 9%[11.7 µM]
CCCCC/C=C\C/C=C\CCCCCCCC(N)=O | 1%&2%
C=C1CCN(C(C)C(=O)OCc2ccc(C)cc2)S(=O)(=O)c2ccccc21 (stereo not given) | -2%
O=c1cnc2cnc(N3CCNCC3)nc2n1Cc1cccs1 | 1%
c1ccc2cc(C3=NCCN3)ncc2c1 | 7%[24.8 µM]
CN=C(NC#N)NCCSCc1csc(N=C(N)N)n1 | -11%

Continued:
SMILES | Menin-MLL TR inh
COc1ccc(O[C@H]2C=C[C@@H](c3ccccc3)O[C@H]2COC(=O)CC/C(C)=N\OC[C@@H](O)COCc2ccco2)cc1 | -22%[11.7 µM]
O=C(O)c1ccccc1-c1c2ccc(=O)cc-2oc2cc(O)ccc12 | ?
COc1cc(COc2cc(N)c(Cl)cc2C(=O)CCC2CCN(CCNS(C)(=O)=O)CC2)cc(OC)c1 | -2%[24.8 µM]
COc1ccc(O[C@H]2C=C[C@@H](c3ccccc3)O[C@H]2COC(=O)CC/C(C)=N\O[C@@H](C)c2cn([C@H]3COC[C@H]3O)nn2)cc1 | -2%[11.7 µM]
COc1ccc(-c2oc3cc(OC)c(OC(C)=O)c(OC)c3c(=O)c2OC)cc1OC(C)=O | -18%[24.8 µM]
O=C1OC(C2=CCCCC2)=NC12CC2 | -22%[11.7 µM]
CC1(C)CC[C@]2(C(=O)O)CC[C@@]3(C)C(=CCC4[C@@]5(C)CCC(O)C(C)(C)C5CC[C@@]43C)C2C1 (stereo not given in full) | 0%
COc1ccc(/C=C/C(=O)c2ccc(C)s2)cc1 | 3%[24.8 µM]
CC1Cc2c(-c3ccccc3)nc3c(c2CO1)CN(CCOc1ccccc1)CC3 (stereo not given) | 1%[11.7 µM]
C=CCOC(=O)N[C@H](C[N+](=O)[O-])c1ccccc1 | -23%
C[C@@H]1OC(OC2CC[C@@]3(C)C(CC[C@@]4(C)C3CC=C3C5CC(C)(C)CC[C@]5(C(=O)OC5OCC(O)[C@@H](O)[C@@H]5OC5O[C@@H](C)[C@H](O[C@H]6OC(CO)C(O)C(O)C6O)C(O)C5O)C(O)C[C@@]34C)C2(C)C)C(O)C(O)[C@H]1OC1OCC(O)C(O)[C@H]1O (stereo not given in full) | -14%
COc1cc(O)c2c(=O)cc(C)oc2c1CC=C(C)C | -13%&-18%
O=C(c1ccco1)N1CCC2(CCCN(c3ccncc3)C2)CC1 | 2%
CCNc1ncc2nc(-c3cc(F)cc(F)c3)c(=O)n(CCC#N)c2n1 | 1%
COc1ccc2c(c1)C(c1ccc(C)cc1)CC(=O)O2 (stereo not given) | -1%[94.6 µM]
COc1ccccc1CN1CCC2(CC1)CCN(C(=O)c1ccncc1)CC2 | 4%
COc1cc2c(Cc3c4c5c(cc(OC)c(OC)c5c5c(OC)c(OC)ccc35)CCN4C)c3c4c(cc(OC)c(OC)c4c2cc1OC)CCN3C | ?
CC(=O)c1ccc(-c2cc(C3C4C=CCC(C)C4C(=O)N3Cc3ccccc3)ccc2F)cc1 (stereo not given) | -18%
CN(C)c1ncc2ncc(=O)n(Cc3cccs3)c2n1 | 16%
CC(=O)OC[C@@H]1O[C@H](CCO/N=C(\C)CCN2CCc3nc(-c4ccccc4)c(-c4ccccc4)cc3C2)C=C[C@@H]1OC(C)=O | -13%[11.7 µM]
CCCCCCCCCCCCCCOS(=O)(=O)O | -9%
O=C(O)C[C@@H]1NC(=O)[C@H](Cc2ccccc2)NC1=O | 1%
Cn1cccc1C(=O)N1CCC2(CCCN(C(=O)Nc3cccc(C#N)c3)C2)CC1 | 10%
COC(=O)[C@@H](NC(=O)O[C@H]1C(=O)c2cc(OC)ccc2O[C@@H]1c1ccc(OC)c(Br)c1)C(C)C | -7%
CC[C@@H](c1ccccc1)n1c(=O)n2n(c1=O)[C@H]1[C@H](O)[C@H]3O[C@@H]3/C(=N/OCc3ccccc3)[C@@H]1CC2 | 6%[11.7 µM]
CCOC(=O)N/N=C1/C[C@@H](O)[C@@H](O)[C@@H]2[C@@H]3C(=O)N(C(C)(C)C)C(=O)[C@H]3CC[C@H]12 | -6%[11.7 µM]
Cc1cn(C2CC3OCC(NC(=O)C(Cc4ccccc4)NC(=O)OC(C)(C)C)C3O2)c(=O)[nH]c1=O (stereo not given) | 8%
CCCC(=O)Nc1nc2c(ncn2[C@@H]2O[C@H]3COP(=O)(O)O[C@@H]3[C@@H]2OC(=O)CCC)c(=O)[nH]1 | ?

This is a subset; rates above refer to the full screens.
